Source: PubChem BioAssay
TDP1 cell CPT = DT40-hTDP1 cell growth loss with CPT; chicken DT40 Tdp1-/-;hTDP1 cells + 20 nM CPT, ATP luminescence, 48 h; Potency, µM (titrated, usually from 46.2 µM), inactives show at the top dose activity change, negative = growth inhibition, usual class: inhibitors; 420,000 tested, 12% active; AID 686979; also: nearly all actives have a fitted effect of over 55% in size
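Cell growth measured by CellTiter-Glo luminescence after a minimum 48 h, 37 C compound exposure with 20 nM CPT in Tdp1-knockout DT40 cells stably expressing hTDP1, seeded 400/well; qHTS titration format.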
GCN5L2 inh = GCN5L2 (KAT2A) acetyltransferase inhibition; Q92830; GCN5L2 HAT assay, ThioGlo1 CoA-SH fluorescence; Potency, µM (highest dose often 58.9 µM), without a hit: at the top dose activity change, negative = inhibition, hits mostly inhibitors; 390,000 tested, 0.21% active; AID 504327
Target sequence (Q92830 whole entry, looked up): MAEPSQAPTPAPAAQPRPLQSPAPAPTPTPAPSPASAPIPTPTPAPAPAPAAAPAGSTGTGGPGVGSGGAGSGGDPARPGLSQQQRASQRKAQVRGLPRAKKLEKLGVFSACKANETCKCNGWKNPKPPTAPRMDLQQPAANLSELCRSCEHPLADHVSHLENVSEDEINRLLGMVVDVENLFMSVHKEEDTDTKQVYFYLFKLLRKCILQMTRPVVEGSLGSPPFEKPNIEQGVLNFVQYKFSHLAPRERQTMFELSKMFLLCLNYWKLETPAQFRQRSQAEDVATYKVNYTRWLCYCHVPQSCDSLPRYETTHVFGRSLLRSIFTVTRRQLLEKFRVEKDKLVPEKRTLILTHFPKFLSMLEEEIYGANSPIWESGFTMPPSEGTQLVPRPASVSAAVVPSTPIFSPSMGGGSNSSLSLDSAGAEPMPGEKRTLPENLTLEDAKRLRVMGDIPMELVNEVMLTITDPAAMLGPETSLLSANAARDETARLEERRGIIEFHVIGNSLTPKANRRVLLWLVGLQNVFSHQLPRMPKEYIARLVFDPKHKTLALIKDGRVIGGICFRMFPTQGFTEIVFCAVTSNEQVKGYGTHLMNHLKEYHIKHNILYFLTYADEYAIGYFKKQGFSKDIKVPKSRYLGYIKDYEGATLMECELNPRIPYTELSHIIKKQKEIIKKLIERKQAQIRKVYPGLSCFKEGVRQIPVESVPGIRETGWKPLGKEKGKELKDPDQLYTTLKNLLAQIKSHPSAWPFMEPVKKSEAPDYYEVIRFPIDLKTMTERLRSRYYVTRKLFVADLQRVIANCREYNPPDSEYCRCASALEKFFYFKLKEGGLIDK
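Compounds, pin-transferred from DMSO stocks, meet 20nM GCN5L2 for 15 min before the reaction begins with H3(1-25) peptide (75uM) and acetyl-CoA (70uM). Thiol-reactive ThioGlo1 reports CoA release over 20 min at room temperature.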
DT40 TDP1 no CPT = qHTS for Inhibitors of human tyrosyl-DNA phosphodiesterase 1 (TDP1): qHTS in cells in absence of CPT | DT40 Tdp1-/- hTDP1 cells, no CPT, ATP luminescence, 48 h | 420,000 tested, 15% active | AID 686978, 2013 | Potency, µM (titrated, usually from 46.2 µM), without a hit: at the highest dose activity change, negative = growth inhibition, most hits filed as inhibitors; also: nearly all actives have a fitted effect of over 55% in size
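Camptothecin absent (DMSO only). Human TDP1-complemented DT40 knockout cells, 400 cells/well, 37 °C for minimum 48 hr; ATP measured via CellTiter-Glo, 30 min dark incubation, luminescence.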
* = called active by the depositor; ? = inconclusive; . = not tested or not shown; & = joins results of further samples. Calls follow the shape of the dose curve; as a rule, active = well fitted curve in the direction sought with a large enough effect; inconclusive = small, poorly fitted or top-dose-only effect, or another doubt; inactive = no such curve, though single readings can be large; an effect the other way counts as inactive or inconclusive. % is scaled to controls: 0 for no effect and ±100 for the full control effect; potency is read from the fitted curve at half-maximal effect.

Each structure is followed by: TDP1 cell CPT	GCN5L2 inh	DT40 TDP1 no CPT
COCCCNCCCOc1ccc(Cl)cc1Br
  26µM*	-3%	?
CCOc1ccc(NC(=O)COc2ccc(S(=O)(=O)NC3CCCCC3)cc2)cc1
  ?	-6%	?
COc1ccc(C)cc1NC(=O)CN1C(=O)c2ccccc2S1(=O)=O
  -9%	-13%	-15%
CCOc1ccc(CCNC(=O)c2cn(-c3ccc(OC)cc3)c(=O)c3ccccc23)cc1OCC
  ?	-4%	?
Cc1nc(CS(=O)(=O)c2ccc(Cl)cc2)sc1C(=O)O
  5%	0%	-6%
CCc1ccc(C(O)c2ncc(-c3ccc(C)cc3)[nH]2)cc1 (centres undefined)
  ?	.	?
CC(C)(C)N(CC(=O)NC1CCCCC1)C(=O)CS(=O)CC(=O)Nc1ccc(F)cc1 (centres undefined)
  -2%	-6%	-11%
COc1ccc(NS(=O)(=O)c2cc(NC(=O)/C=C/c3cc(OC)ccc3OC)ccc2N2CCCCC2)cc1
  10%	-11%	5%
CCCCC1=CC2=C(c3ccco3)C(=O)C(C)(OC(=O)c3ccc(OC)cc3)C(=O)C2=CN1Cc1ccco1 (centres undefined)
  ?	-17%	-3%
CC1(C)CNC(=O)c2sc(NC(=O)CN3CCOCC3)nc2C1
  -1%	-5%	-9%
CC(C)C#Cc1ccc2c(c1)O[C@@H](CN(C)S(=O)(=O)c1cn(C)cn1)[C@@H](C)CN([C@H](C)CO)S2(=O)=O
  ?	.	?
Cc1nnc(C)n1/N=C/c1cc2ccccc2nc1Cl
  2.6µM*	-7%	2.9µM*
O=C(Nc1ccc(Cl)cc1)N(Cc1cccnc1)Cc1ccco1
  -2%	-9%	-13%
Cc1nnc(SC(C)C(=O)c2c[nH]c3ccccc23)n1C1CC1 (centres undefined)
  -7%	.	-24%
O=C(CSc1nc(N2CCOCC2)nc(N2CCOCC2)n1)Nc1ccc(Cl)cc1Cl
  ?	2%	?
Cc1ccc(C(=O)Nc2nc(C(C)(C)C)cs2)s1
  ?	-6%	?
CN(C)S(=O)(=O)c1cccc(NC(=O)Cc2ccsc2)c1
  -1%	2%	?
CCc1ccc(CNC(=O)c2ccc3c(Cl)c4c(nc3c2)CCCC4)cc1
  ?	-6%	23µM*
O=C(CCc1ccccc1)NCC(=O)N/N=C/c1ccc2c(c1)OCO2
  0%	2%	-18%
COc1ccc(C(=O)/C=C/NCc2ccc(C)cc2)cc1
  -28%	.	?
COc1ccc(S(=O)(=O)N2CCOCC2)cc1NC(=O)CCNC(=O)c1ccc([N+](=O)[O-])cc1
  ?	-4%	7.3µM*
COc1ccc(N=C2SC(CC(=O)Nc3cccc(Cl)c3)C(=O)N2Cc2ccco2)cc1 (centres undefined)
  ?	-13%	?
CCNS(=O)(=O)c1ccc(CCC(=O)N2CCc3ccccc3C2)cc1
  -24%	0%	-27%
C=CCn1c(=S)[nH]c2cc(-c3ccccc3)sc2c1=O
  6%	-7%	-5%
Cc1ccc(-c2noc(CCC(=O)NCCCN3CCN(c4ccc(F)cc4)CC3)n2)cc1
  6.5µM*	0%	7.3µM*
O=C(CN1CCN(Cc2ccccc2)CC1)N/N=C/c1c[nH]c2ccccc12
  -4%	-4%	?
CCCCn1nnnc1C(c1cc2ccccc2o1)N(Cc1ccccc1)Cc1ccccc1 (centres undefined)
  ?	.	18µM*
COCCSc1nnc(NC(=O)C2CC(=O)N(c3ccc(Cl)cc3)C2)s1 (centres undefined)
  -3%	-13%	-13%
Cc1cccc(S(=O)(=O)N(C)C[C@@H]2OCc3cnnn3CCCC(=O)N([C@H](C)CO)C[C@H]2C)c1
  4%	.	-18%
CCCNC(=O)c1cc(C2CCCCN2C(=O)c2ccccc2)on1 (centres undefined)
  -24%	.	-24%
Cc1cccc(C)c1NC(=O)C1(N(Cc2ccco2)C(=O)CC2NC(=O)NC2=O)CCCC1 (centres undefined)
  -7%	2%	-13%
CCc1ccccc1NC(=O)N1CCCn2nc(C)cc21
  6%	0%	-22%
CC1=CC(C)(C)NC(=S)N1c1cc(C)cc(C)c1
  ?	-2%	?
FC(F)(F)c1ccc2c(c1)NCC1CCCN21 (centres undefined)
  14%	?	-19%
CCN(CC)S(=O)(=O)c1ccc(/C=C/C(=O)Nc2ccc(N3CCOCC3)cc2)cc1
  ?	-14%	21µM*
COc1ccc(C(=O)N2CCC3(CCCN(c4ccc(-c5ccccc5)cc4)C3)CC2)cc1
  -19%	-2%	?
Oc1sc(C=Nc2ccc(F)cc2)c2ccccc12
  -7%	?	-11%
COc1ccc2c(c1)C1NC(=S)NC(C)(O2)C1C(=O)Nc1ccc(C)cc1C (centres undefined)
  -4%	-4%	?
COc1ccc(S(=O)(=O)NCC2CCCN(C(=O)c3ccco3)C2)cc1 (centres undefined)
  1%	2%	-28%
N[C@H](C(=O)O)[C@H]1C[C@@H]1C(=O)O
  -23%	-7%&-19%	-19%
OC(C#CCN1CCCCC1)c1ccccc1 (centres undefined)
  -10%	-1%	-11%
CC1CC(C)CN(C(=O)CNC(=O)c2ccc3ccccc3c2)C1 (centres undefined)
  -25%	2%	?
COc1ccccc1C(=O)OCc1nc(N)nc(Nc2ccccc2C)n1
  -3%	-8%	-16%
CC1CCCC(NC(=O)c2cccs2)C1C (centres undefined)
  -22%	2%	?
CC(=O)c1ccc(-c2nnc(CCC(=O)N3CCCC(C(=O)CC(C)C)C3)o2)s1 (centres undefined)
  13µM*	-7%	?

An excerpt from above in order of length of the SMILES, ascending:
Each structure is followed by: TDP1 cell CPT	GCN5L2 inh	DT40 TDP1 no CPT
CC1CCCC(NC(=O)c2cccs2)C1C (centres undefined)
  -22%	2%	?
CC1=CC(C)(C)NC(=S)N1c1cc(C)cc(C)c1
  ?	-2%	?
COc1ccccc1C(=O)OCc1nc(N)nc(Nc2ccccc2C)n1
  -3%	-8%	-16%
COc1ccc2c(c1)C1NC(=S)NC(C)(O2)C1C(=O)Nc1ccc(C)cc1C (centres undefined)
  -4%	-4%	?
COc1ccc(C(=O)N2CCC3(CCCN(c4ccc(-c5ccccc5)cc4)C3)CC2)cc1
  -19%	-2%	?
Cc1cccc(C)c1NC(=O)C1(N(Cc2ccco2)C(=O)CC2NC(=O)NC2=O)CCCC1 (centres undefined)
  -7%	2%	-13%

The listing continues.
Each structure is followed by: TDP1 cell CPT	GCN5L2 inh	DT40 TDP1 no CPT
CCOC(=O)c1sc2ncn(/N=C/c3cccnc3)c(=O)c2c1C
  10%	1%	-21%
COc1cccc(C2=NO[C@@H]3C(=O)N(Cc4ccccc4)C(=O)[C@H]23)c1OC
  -3%	-7%	-4%
C[C@@H]1CN([C@H](C)CO)C(=O)Cc2cc(NC(=O)CCC(F)(F)F)ccc2O[C@@H]1CN(C)C(=O)Nc1ccccc1
  7%	-6%	-2%
COCCCN1C(=O)C(=O)/C(=C(/O)c2ccc(C)cc2)C1/C=C/c1ccccc1 (centres undefined)
  7%	-20%	-12%
CCc1ccccc1NC(=O)Cn1c(=O)n(-c2ccccc2)c(=O)c2oc3ccccc3c21
  ?	0%	?
Cc1ccc(S(=O)(=O)NCc2ccccc2)cc1C(=O)NC(C)c1ccc(S(N)(=O)=O)cc1 (centres undefined)
  -3%	0%	-11%
Cc1cc(N2CCN(c3ccccc3)CC2)nc(NCc2ccccc2)n1
  21µM*	1%	16µM*
Cc1ccc(S(=O)(=O)N2CCN(c3nc(-c4ccncc4)nc4ccccc34)CC2)cc1
  -16%	.	11µM*
CCN1CCN(CCNC(=O)c2ccc(/C=C3/Sc4ccccc4N(Cc4ccccc4C)C3=O)cc2)CC1
  ?	-5%	?
CC1C(=O)C(C)(C)C(=O)OC1c1ccc([N+](=O)[O-])cc1 (centres undefined)
  -12%	1%	-19%
CCn1c2c(c3cc(Cl)ccc31)CCCC2=O
  -29%	0%	-28%
O=C(C1CCCN(S(=O)(=O)c2cccc3nsnc23)C1)N1CCN(c2ccccc2)CC1 (centres undefined)
  16µM*	-4%	21µM*
OCCC1CCCCN1CC(O)COCc1ccc(Cl)cc1 (centres undefined)
  -1%	-4%	-21%
Cc1cccc(C)c1OCC(=O)Nc1cccc(-c2nnc(-c3ccccc3)o2)c1
  18µM*	-7%	16µM*
C=CCn1c(SCC(=O)NCCCO)nc2sc3c(c2c1=O)CCC3
  11%	-7%	16%
O=C(Cn1c(SCC(=O)N2CCc3ccccc3C2)nc2ccccc21)NC1CCCC1
  ?	2%	-24%
COc1ccc(N(C(=O)c2snc(C(N)=O)c2N)C(C(=O)NCc2ccc(F)cc2)c2ccc(O)cc2)cc1 (centres undefined)
  ?	-8%	?
CCc1ccc([C@@H]2C[C@H]3[C@@H](CN2S(=O)(=O)c2ccc(C)cc2)C(=O)C[C@@H](c2ccccc2)N3S(=O)(=O)c2ccc(C)cc2)cc1
  -3%	.	?
CC1CCN(c2ccc3nnc(CCC(=O)NCC(C)c4ccccc4)n3n2)CC1 (centres undefined)
  ?	4%	?
COCCN(C(=O)CNC(=O)c1ccco1)C(C(=O)NC1CCCC1)c1ccc(OC)c(OC)c1 (centres undefined)
  1%	-4%	4%
CN(C(=O)c1cccc(NC(=O)c2ccco2)c1)c1ccccc1
  -4%	-3%	-5%
CCOC(=O)/C=C/C(=O)Nc1ccc(S(=O)(=O)N2CCCCCC2)cc1
  ?	-1%	?
CCCc1ccc(OC(C)c2nc(-c3ccc(-n4cccc4)cc3)no2)cc1 (centres undefined)
  -24%	-5%	?
O=C(O)/C(=C\c1ccc(-c2ccc(F)cc2)o1)c1ccccc1
  1%	-9%	0%
COC(=O)c1ccc(NC(=O)CCc2c(C)nc3c(-c4ccccc4)c(C)nn3c2C)cc1
  ?	-3%	?
O=C(c1oc2ccccc2c1CSCc1ccccc1)N1CCN(c2ncccn2)CC1
  ?	-9%	?
O=C(NCCCN1CCCC1=O)c1ccc(NS(=O)(=O)c2cccc([N+](=O)[O-])c2)cc1
  10%	-7%	2%
COC(=O)/C=C/c1cc(O)ccc1O
  0.73µM*	-9%	1.2µM*
CCOC(=O)/C=C/C(=O)OCC(=O)Nc1ccc(C)cc1
  -24%	-6%	?
Cc1cc(C)c(S(=O)(=O)N2CCOC2CNC(=O)C(=O)NCCCN2CCOCC2)c(C)c1 (centres undefined)
  4%	-7%	-2%
CCOC(=O)c1sc(Nc2ccccc2Cl)nc1C
  ?	-17%	?
Cc1cn(CCOc2ccc(Cl)cc2)c(=O)[nH]c1=O
  11%	-14%	-1%
COc1cc(CNCc2ccccn2)ccc1OCC(N)=O
  5%	2%	-10%
CCc1ccc(CN2C(=O)c3ccccc3C2C(=O)NCC2CCCO2)cc1 (centres undefined)
  7%	-6%	8%
Cc1ccc2c(c1)N(C(=O)CCC(=O)NCc1ccccc1Cl)CC(C)O2 (centres undefined)
  ?	-4%	?
COc1ccc([C@H]2C[C@H](O)[C@@H](n3cc(C4CC4)nn3)CN2C(=O)C2CCCCC2)cc1
  3%	.	-1%
Cn1cnc(S(=O)(=O)N2C[C@@H](O)COC[C@@H]3O[C@H](CC(=O)NC4CCC4)CC[C@H]32)c1
  1%	.	-5%
CCCCn1c(N)c(N(CCOC)C(=O)c2cccc(OCc3ccccc3)c2)c(=O)[nH]c1=O
  -10%	3%	1%
COCCN(C(=O)CN1CCc2ccccc2C1)c1c(N)n(Cc2ccccc2)c(=O)[nH]c1=O
  22%	-1%	-16%
CC(NC(=O)C1CCC1)c1ccccc1 (centres undefined)
  -14%	-18%	-8%
Cc1ccc(C(=O)NNC(=O)/C=C\C(=O)O)cc1
  1%	1%	4%
O=C(NCc1ccco1)C(c1ccco1)N(C(=O)Cn1nnc2ccccc21)c1ccc2c(c1)CCC2 (centres undefined)
  -6%	.	-18%
CCc1ccc(S(=O)(=O)NCc2cn3c(C)csc3n2)s1
  ?	-8%	?
Cc1cc(=O)[nH]c(SCC(=O)Nc2ccc(S(N)(=O)=O)cc2)n1
  2%	-6%	9%
CCCCCc1ccc(-c2ccc(C(=O)O)cc2)nc1
  -18%	-5%	-3%
CCN(CC)CCNC(=O)c1ccc(NC(=O)CC(NC(=O)c2ccccc2Cl)c2ccccc2)cc1 (centres undefined)
  15%	-1%	7%
Cc1cc(C)c(S(=O)(=O)N2CCOC2CNC(=O)C(=O)NCCCN2CCCC2=O)c(C)c1 (centres undefined)
  1%	-1%	2%
CCSc1nnc(NC(=O)CSc2ncccn2)s1
  -10%	-7%	-11%

The list is partial; rates above refer to the full screens.
